# TSHR antag – human thyrotropin receptor antagonism; P16473; TSHR-expressing cells, TSH-stimulated cAMP HTRF, 2 h; active compounds read low; activity change, negative = inhibition, % at 11.5 µM; 330,000 compounds, 0.2% hits;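 active means activity change below a set negative limit, meaning inhibition stronger than a set level, cut at about -70% in these data; inconclusive means activity change between two set negative limits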; further: on the % scale 0 is the no-effect control and ±100 the full control effect
# Target sequence (P16473 whole entry, looked up): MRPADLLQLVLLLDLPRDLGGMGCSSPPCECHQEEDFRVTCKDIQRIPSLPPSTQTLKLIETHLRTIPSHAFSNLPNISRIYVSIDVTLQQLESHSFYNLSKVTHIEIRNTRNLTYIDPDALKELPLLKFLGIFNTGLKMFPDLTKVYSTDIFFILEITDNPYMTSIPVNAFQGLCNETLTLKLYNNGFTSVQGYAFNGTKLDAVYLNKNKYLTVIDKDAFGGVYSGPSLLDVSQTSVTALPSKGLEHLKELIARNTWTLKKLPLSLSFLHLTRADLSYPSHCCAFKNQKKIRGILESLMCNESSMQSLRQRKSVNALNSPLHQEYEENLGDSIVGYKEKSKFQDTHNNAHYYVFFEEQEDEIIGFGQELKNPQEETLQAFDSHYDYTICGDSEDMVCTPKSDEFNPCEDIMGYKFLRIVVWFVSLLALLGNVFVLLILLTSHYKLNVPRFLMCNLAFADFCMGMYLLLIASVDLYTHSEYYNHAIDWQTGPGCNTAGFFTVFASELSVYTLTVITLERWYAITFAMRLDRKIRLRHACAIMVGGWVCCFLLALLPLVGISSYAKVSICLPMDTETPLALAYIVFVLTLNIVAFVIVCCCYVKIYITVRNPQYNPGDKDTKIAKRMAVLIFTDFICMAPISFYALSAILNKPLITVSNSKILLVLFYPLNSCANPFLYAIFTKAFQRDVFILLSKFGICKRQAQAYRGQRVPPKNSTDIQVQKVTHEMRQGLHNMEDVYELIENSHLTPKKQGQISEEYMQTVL
#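 TSHR-expressing cells were treated with compounds, then stimulated with TSH at EC80 (4nM final) for 2 hours at 37 deg C. Cellular cAMP was measured by HTRF competition between lysate cAMP and cAMP-d2 for a cryptate-labelled anti-cAMP antibody.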
# TSG101-PTAP inh – blocks PTAP/TSG101 interaction to inhibit HIV-1 budding | Potency, µM (top dose mostly 115 µM), for inactives: at the highest dose activity change, negative = inhibition, hits mostly inhibitors | 340,000 tested, under 10 active | Q99816 | AID 493005 | Fluorescence polarization, FITC-PTAP peptide / Tsg101 binding; active means well fitted inhibition curve with a large enough effect in the main read-out, with a control signal flat, not every such curve was filed as active; inconclusive means small, poorly fitted or top-dose-only effect, or effect the other way, or a change in a side signal; inactive means no such curve, though single readings can be large or run the other way; further: potency means the concentration at half of the fitted maximal effect; % of control where 0% means no effect
#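 FP read-out: FITC-PTAP peptide, 50 nM final, binding Tsg101 binding domain, 10 uM final; 20 min, r.t.; 10 mM HEPES pH 7.5, 0.15 M NaCl, 0.01% Tween 20, 3 mM EDTA, 0.1 mM TCEP.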
# ELG1 DNA repair – blocks ELG1-dependent DNA repair in HEK293T cells | HEK293T ELG1-luciferase reporter, luminescence, 16 h; DNA damage induced by 5-fluorouridine | Potency, µM (series often up to 46.1 µM), for inactives: at the highest dose activity change, negative = inhibition, usual class: inhibitors | AID 504467 | 330,000 compounds, 2.3% hits; further: potency means the concentration at half of the fitted maximal effect; on the % scale 0 is the no-effect control and ±100 the full control effect; nearly all actives have a fitted effect of over 55% in size
#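 Luminescence from the luciferase reporter, measured 30 min after ONE-Glo reagent at room temperature, was the read-out. Beforehand, 2,000 cells per well were exposed for 16 hr at 37 °C to 5-fluorouridine together with compound or vehicle.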
# Tb PFK inh – blocks T. brucei phosphofructokinase | T. brucei PFK, ADP-Glo luminescence | 330,000 compounds, 0.17% hits | Potency, µM (top dose mostly 57.5 µM), for the others: at the top dose activity, negative = inhibition, hits mostly inhibitors | O15648;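 further: potency means the concentration at half of the fitted maximal effect; 0% = uninhibited 1x PFK enzyme wells and -100% = no-enzyme wells; nearly all actives have a fitted effect of over 60% in size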
#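 ADP-Glo luminescence quantified ADP after 45 min at room temperature, with 1.25 nM T. brucei PFK, 0.1 mM ATP and 0.5 mM fructose-6-phosphate in pH 8.0 TEA buffer. qHTS titrations up to 57 µM; curves classified by quality.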
# Mito fusion yeast – inhibitors of mitochondrial division or activators of mitochondrial fusion. S. cerevisiae fusion-defective mutant growth rescue, CellTiterGlo 48 h. Potency, µM (series often up to 46.1 µM), without a hit: top-dose growth rescue (activation), actives largely listed as activators. 320,000 compounds, 0.23% hits;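 further: potency means the concentration at half of the fitted maximal effect; % of control where 0% means no effect; nearly all actives have a fitted effect of over 45% in size; temperature-sensitive fusion mutants such as fzo1-1 at 37 °C on non-fermentable ethanol glycerol medium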
#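 Growth-rescue viability read-out: after 48 h at the non-permissive 37C in glycerol/ethanol YPEG, yeast mitochondrial fusion mutants are measured by CellTiterGlo luminescence; compounds (23 nl pinned per well) restoring growth score as division inhibitors or fusion activators.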
# Chronic BCR inh – blocks chronic active B-cell receptor signaling; ABC-DLBCL IkBa-CBG/CBR reporter, luminescence ratio, 4 h; Potency, µM (series often up to 46.1 µM), for the others: top-dose ratio change, negative = lower green/red ratio, usual class: inhibitors; 340,000 compounds, 0.05% hits; active means well fitted inhibition curve with a large enough effect in the signal ratio, with a control signal flat, not every such curve was filed as active; inconclusive means small, poorly fitted or top-dose-only effect, or effect the other way, or a change in a side signal; the % refers to the signal ratio;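 further: potency means the concentration at half of the fitted maximal effect; plate controls were basal doxycycline-induced cells for no effect and cells given 10 µM MG132 for full effect; MG132 reads +100%, hits lower the ratio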
#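 TMD8 ABC-DLBCL cells carrying doxycycline-inducible green luciferase fused to IkappaBalpha plus unfused red luciferase were exposed to compounds (up to 46 uM) for 4 hrs at 37C. Activity came from the overlap-corrected green/red luminescence ratio.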
# Eya2 phos inh – inhibitors of human Eya2 phosphatase activity | 330,000 compounds, 0.006% hits | recombinant Eya2, OMFP fluorescence dephosphorylation (OMFP is methylfluorescein phosphate) | Potency, µM (doses to about 76.9 µM), for inactives: at the top dose activity, negative = inhibition, hits mostly inhibitors | AID 488837; further: potency means the concentration at half of the fitted maximal effect; on the % scale 0 is the no-effect control and ±100 the full control effect
#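 Eya2 protein (added as 0.2 uM solution) was preincubated with compound for 10 min at ambient temperature in 50 mM HEPES pH 7.5, 50 mM NaCl, 5 uM MgCl2, 0.05% BSA, 1 mM DTT. OMFP (added at 50 uM) then reacted 10 min; fluorescence read at 485/525 nm.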
# uPA generation – blocks generation of uPA at the cell surface; cell surface uPA generation assay, qHTS; Potency, µM (series often up to 38.3 µM), without a hit: at the highest dose activity change, negative = inhibition, most hits filed as inhibitors; 330,000 compounds, 0.31% hits; active means well fitted inhibition curve with a large enough effect; inconclusive means small, poorly fitted or top-dose-only effect; inactive means no such curve, though single readings can be large or run the other way; tested in mouse RAW 264.7 cells; further: potency means the concentration at half of the fitted maximal effect; on the % scale 0 is the no-effect control and ±100 the full control effect; nearly all actives have a fitted effect of over 55% in size
# B2AR arrestin – beta2AR (human) beta-arrestin recruitment activity; beta-arrestin recruitment to beta2AR, cell-based reporter; Potency, µM (titrated, usually from 46.1 µM), without a hit: top-dose activation, actives largely listed as activators; 330,000 compounds, 0.02% hits;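 further: potency means the concentration at half of the fitted maximal effect; 0% = DMSO controls and full agonism = EC100 isoproterenol or metaproterenol; nearly all actives have a fitted effect of over 65% in size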
# USP2a block – blocks human ubiquitin-specific protease USP2a. O75604. USP2 core, Ub-CHOP2 coupled fluorogenic reporter, 485/531. Potency, µM (highest dose often 38.3 µM), inactives show top-dose activity change, negative = inhibition, actives largely listed as inhibitors. 330,000 compounds, 0.01% hits. AID 463254;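 further: potency means the concentration at half of the fitted maximal effect; plate controls were DMSO wells for no effect and full inhibition by NEM control for full effect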
#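 Deubiquitinase activity read as fluorescence (485/531 nm) after Ub-CHOP2 cleavage activates the enterokinase reporter on its substrate; USP2 core 10nM, Ub-CHOP2 and substrate 25nM each, 30min compound preincubation then 60min RT; data normalized to NEM, curves fitted.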
# TCR act – T cell receptor activation. Potency, µM (titrated, usually from 9.22 µM), inactives show at the top dose activation of IL-2 secretion, most hits filed as activators. primary human leukocytes, anti-CD3, IL-2 HTRF, 48 h. 330,000 tested, under 10 active; further: % of control where 0% means no effect
#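 TCR engagement came from a-CD3 beads alone, with compounds added to primary human leukocytes for 48 hr. Secreted IL-2 bridged europium cryptate- and d2-labelled anti-IL-2 antibodies, giving FRET emission at 665nm after 320nm excitation.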
# The depositor's hits bear a star; ? = inconclusive; . = no result given; [ ] = another dose, or the depositor's remark. Unless noted, the call rests on the fitted dose curve; in most records, active means well fitted curve in the direction sought with a large enough effect; inconclusive means small, poorly fitted or top-dose-only effect, or another doubt; inactive means no such curve, though single readings can be large; an effect the other way counts as inactive or inconclusive.
Compound | Chronic BCR inh | TSG101-PTAP inh | B2AR arrestin | ELG1 DNA repair | USP2a block | TSHR antag | Eya2 phos inh | TCR act | Tb PFK inh | Mito fusion yeast | uPA generation
C[C@H](CO)N1C[C@H](C)[C@@H](CN(C)S(=O)(=O)c2ccc(F)cc2)Oc2ccc(NS(=O)(=O)c3ccc(F)cc3)cc2C1=O | -1% | -2% | -3.0% | ? | 1% | 0 | -1% | -11% | 8% | . | ?
O=C(NCCc1ccccc1)C1c2ccccc2C(=O)N1C1CC1 (configuration not stated) | -2% | -2% | 0.0% | 4% | -2% | 2 | 5% | -2% | 9% | 1% | -4%
Clc1ccc(/C=N/Nc2nnc(-c3ncc[nH]3)c3ccccc23)cc1 | -1% | -5% | 0.3% | 0% | 2% | -9 | 20% | 4% | 6% | -5% | .
O=[N+]([O-])c1ccc(-c2ccc(/C=N/Nc3nc(N4CCCCC4)nc(N4CCCCC4)n3)o2)cc1 | ? | 10% | -1.3% | 4% | 4% | 1 | 10% | -2% | 0% | 4% | 4%
Cc1cc(Cl)ccc1NC(=S)N1CCN(C(=O)C2CCCO2)CC1 (configuration not stated) | -4% | -2% | 0.3% | -19% | 5% | 10 | -8% | 4% | 1% | -1% | -2%
COc1cc2c(cc1OC)/C(=C/C#N)NC(C)(C)C2 | ? | -1% | 0.0% | -12% | -2% | -4 | -4% | -6% | 0% | 2% | -14%
Cc1cc2c(cc1C)/C(=C\C(N)=O)NC(C)(C)C2 | -7% | -5% | -0.3% | -1% | -1% | 0 | ? | -16% | -2% | 2% | 0%
CCCC(=O)OCC(=O)NC1CCCc2ccccc21 (configuration not stated) | 1% | -2% | 0.0% | -9% | 1% | 2 | 1% | -6% | 3% | 6% | 3%
CS(=O)(=O)N(CC(=O)NCCSCc1c(F)cccc1Cl)c1cccc([N+](=O)[O-])c1 | -3% | 0% | -0.2% | ? | -1% | 0 | -4% | 3% | 3% | 4% | .
CS(=O)(=O)N1CCC(Oc2ccccc2C(=O)N2CCN(CC3CC3)CC2)CC1 | 2% | -8% | -0.3% | 13% | 0% | 13 | 0% | 5% | 2% | 1% | -4%
Cc1ccc(/C=N/N2C(=O)c3ccccc3NC2c2ccc(C)cc2)cc1 (configuration not stated) | ? | 6% | -0.6% | ? | 7% | 15 | -5% | -4%[46.1 µM] | 0% | -3% | -17%
CCOc1cc(/C=N/NC(=O)c2ccncc2)ccc1OC(=O)c1ccco1 | -15% | 1% | 0.5% | 3% | 3% | -7 | -16% | 3% | -4% | -1% | 0%
COc1ccc(C(=O)OCC(=O)C(C)(C)C)cc1S(=O)(=O)N(C)CCc1cccnc1 | -7% | 1% | -0.1% | 6% | 3% | 10 | -4% | -1% | 6% | 8% | -4%
O=S(=O)(c1cccc(-c2nnc(SC(F)F)n2-c2ccccc2)c1)N1CCCCC1 | -1% | -12% | 0.0% | ? | 2% | 5 | -5% | 0% | 5% | 0% | -2%
CCc1nc(SCC(=O)NCC2CCCO2)c2c(=O)n(C)c(=O)n(C)c2n1 (configuration not stated) | -2% | -3% | -0.4% | 10% | 2% | 38 | 6% | 6% | 2% | 1% | -6%
Cc1ccc(S(=O)(=O)c2nc(-c3ccccc3Cl)oc2NCCCN2CCOCC2)cc1 | ? | -4% | 0.2% | 0% | 2% | 0 | -1% | 6% | 1% | -2% | 0%
CN(C)CCCN(Cc1cc2cc3c(cc2[nH]c1=O)OCCO3)C(=O)NC1CCCCC1 | ? | 1% | 0.0% | 16% | -3% | -5 | -2% | -1% | 1% | -6% | 10%
CCc1ccccc1S(=O)(=O)Cc1ccc(C(=O)N2CCN(c3ccccn3)CC2)o1 | -16% | 3% | -0.3% | ? | -4% | -7 | 1% | 0% | -7% | -2% | 8%
Nc1nc(CN2CCN(c3ccccn3)CC2)nc(Nc2ccc(Cl)cc2)n1 | 1% | 2% | 0.5% | ? | 1% | -14 | 13% | 1% | 2% | 1% | -6%
CC(=O)c1c(C)n([O-])c2ccccc2[n+]1=O | ? | -6% | -0.3% | -8% | 1% | 7 | -22% | -8% | -6% | 12% | .
Cc1cc(C)cc(OCC(=O)Nc2ccc3c(c2)C(=O)c2ccccc2C3=O)c1 | -11% | 2% | -1.8% | ? | 5% | 3 | -7% | -6%[46.1 µM] | 0% | 1% | 7%
COc1cc(/C=N/N2C(=O)CSC2=S)cc(Br)c1O | ? | 1% | -1.2% | -7% | 2% | -4 | 25% | -5% | ? | -3% | 0%
CCOC(=O)N1CCN(C(=O)C2CCCN(S(=O)(=O)c3cc(C)ccc3OC)C2)CC1 (configuration not stated) | 3% | -3% | 0.3% | -20% | 2% | 1 | -33% | 1% | -3% | -1% | -10%
COc1ccc(SCCC(=O)NCc2ccncc2)cc1 | 1% | -2% | 0.1% | -6% | -4% | 4 | -1% | 4% | -1% | 0% | -2%
O=C(NCCc1ccc(C(F)(F)F)cc1)C1CCC(=O)N(C2CC2)C1 (configuration not stated) | -3% | 0% | 1.0% | -2% | -1% | 8 | 10% | -5% | 2% | -1% | 25%
O=C(Nc1cc(C(F)(F)F)ccc1Cl)C(Sc1n[nH]c(=O)[nH]c1=O)c1ccccc1 (configuration not stated) | 10% | -6% | -0.4% | ? | -2% | -23 | 0% | -7% | 1% | -3% | 1%
CN(C)c1ccc(NC(=O)CN2CCC(NC(=O)C3CCCCC3)CC2)cc1 | 0% | 0% | -1.2% | 4% | 0% | -10 | 3% | -3% | 4% | -14% | -3%
CC(/C=N/NC(=O)CNc1n[nH]c(=O)[nH]c1=O)c1ccccc1 (configuration not stated) | -27% | 2% | -0.2% | 12% | -2% | -7 | 10% | -1% | -3% | 0% | -10%
CCOC(=O)C1(Cc2cccc(OC)c2)CCN(Cc2cccn2-c2ccccn2)CC1 | -2% | 1% | 0.0% | ? | -1% | -3 | 3% | -5% | 1% | 2% | 3%
Clc1ccc(CSc2snnc2-c2ccccc2)c(Cl)c1 | 13% | -10% | 0.5% | ? | 1% | ? | 4% | 5% | 4% | 12% | -1%
Cc1cnc(C(=O)N2CCc3c([nH]c4ccccc34)C2c2ccc(F)cc2)cn1 (configuration not stated) | ? | -6% | 4.9% | ? | -7% | 10 | -11% | 5% | -3% | 4% | -2%
O=C(NCN1CCN(CCO)CC1)c1cnccn1 | ? | -2% | -0.1% | 5% | 8% | 8 | 2% | -1% | 1% | 0% | 4%
CCCc1ccc(C(=O)O/N=C(\N)c2ccccn2)cc1 | ? | 0% | 0.1% | ? | -1% | -1 | 2% | 3% | -28% | -9% | -14%
COc1cc2c(C(=O)N3CCN(Cc4ccc5c(c4)OCO5)CC3)cn(C)c(=O)c2cc1OC | -10% | -3% | -0.2% | -23% | 2% | -6 | -12% | -3% | 0% | -3% | -4%
Cc1nc2c(ncn2-c2ccccc2)c(=O)n1NC(=O)CN1CCCCC1 | 7% | -6% | -1.1% | -2% | -1% | 0 | -7% | -6% | 0% | -3% | -14%
Cn1c(=O)c2c(nc(SCC(=O)NC3CCCC3)n2C)n(C)c1=O | 6% | 0% | -0.4% | 8% | 0% | 8 | -1% | -6% | -5% | -10% | 0%

# A stretch from the list above, for reference:
Compound | Chronic BCR inh | TSG101-PTAP inh | B2AR arrestin | ELG1 DNA repair | USP2a block | TSHR antag | Eya2 phos inh | TCR act | Tb PFK inh | Mito fusion yeast | uPA generation
COc1cc2c(C(=O)N3CCN(Cc4ccc5c(c4)OCO5)CC3)cn(C)c(=O)c2cc1OC | -10% | -3% | -0.2% | -23% | 2% | -6 | -12% | -3% | 0% | -3% | -4%
Cc1nc2c(ncn2-c2ccccc2)c(=O)n1NC(=O)CN1CCCCC1 | 7% | -6% | -1.1% | -2% | -1% | 0 | -7% | -6% | 0% | -3% | -14%
Cn1c(=O)c2c(nc(SCC(=O)NC3CCCC3)n2C)n(C)c1=O | 6% | 0% | -0.4% | 8% | 0% | 8 | -1% | -6% | -5% | -10% | 0%
